ABCB6 inh MLPCN: inhibitors of human ABC transporter ABCB6; AID 602162; 0.19% of 360,000 active; fluorescence ratio to DMSO, % at 10 µM; K562-ABCB6 porphyrin accumulation, flow cytometry, 1 h; stronger effect = lower value; Q9NP58;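 active = fluorescence ratio to DMSO below 75%, the collection mean minus 3 SD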;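 also: signal is porphyrin accumulated inside mitochondria; 100% equals median channel fluorescence of DMSO control wells; lower ratio means ABCB6 inhibition with less porphyrin fluorescence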
Granule exo inh: blocks lytic granule exocytosis | AID 651702 | 0.66% of 360,000 active | inhibition, % at 10 µM | TALL-104 LAMP-1 surface exposure, flow cytometry; cells stimulated with thapsigargin and PMA;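 active = inhibition above about 55%, limit read from the data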
PDI inh: PDI (human) enzyme inhibition. 0.052% of 350,000 active. inhibition, % at 10 µM. PDI insulin aggregation turbidity, A650, 90 min;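 active = mean inhibition across replicates of 30% or more, whatever share of single replicates reach that level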;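 also: absorbance from insulin aggregation driven by PDI reduction with DTT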
H9c2 protect: protects H9c2 cardiomyocytes from peroxide injury. H2O2 injury protection, ATPLite, 2 h. protection from H2O2 cell death, % at 20 µM. 0.63% of 360,000 active. AID 588492;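 active = compounds giving at least 50% protection of heart cells from peroxide-induced death in the single-dose screen, raw or plate-pattern-corrected value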;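 also: 0% = DMSO wells with peroxide and 100% = DMSO wells without peroxide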
Glyco luc inh: blocks N-linked glycosylation in D54 reporter cells; D54 ERlucT glycosylation luciferase reporter, 24 h; percent of 100 nM tunicamycin response; reporter increase, % at 12.5 µM; 0.23% of 360,000 active;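 active = mean luciferase reporter signal, scaled so untreated is 0 and the glycosylation-blocking control 100, at or above a set limit in every replicate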;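 also: luciferase carries N-glycosylation sites so blocking glycosylation raises the light; 0% = median of neutral control wells and 100% = median of 100 nM tunicamycin wells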
ABHD5 PLIN5 PPI: blocks binding of human ABHD5 to perilipin-5 | Q00G26+Q8WTS1 | Split G. princeps luciferase complementation, luminescence, 4 h | inhibition, % at 4 µM | 0.78% of 360,000 active | AID 602281;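 active = inhibition above the mean inhibition across every tested compound plus 3 SD, cut at about 22% in these data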;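 also: 0% = DMSO only wells and the 100% control is not disclosed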
MC4R ag barr: activates human MC4R beta-arrestin recruitment. activation, % at 8.9 µM. AID 540308. P32245. 0.98% of 360,000 active. U2OS MC4R beta-arrestin complementation, luminescence; percent of melanotan II response, DMSO zero;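 active = activation above a per-plate cutoff, the mean activation of sample wells on that plate plus 3 SD, cut at about 8% in these data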
Target sequence (P32245 whole entry, looked up): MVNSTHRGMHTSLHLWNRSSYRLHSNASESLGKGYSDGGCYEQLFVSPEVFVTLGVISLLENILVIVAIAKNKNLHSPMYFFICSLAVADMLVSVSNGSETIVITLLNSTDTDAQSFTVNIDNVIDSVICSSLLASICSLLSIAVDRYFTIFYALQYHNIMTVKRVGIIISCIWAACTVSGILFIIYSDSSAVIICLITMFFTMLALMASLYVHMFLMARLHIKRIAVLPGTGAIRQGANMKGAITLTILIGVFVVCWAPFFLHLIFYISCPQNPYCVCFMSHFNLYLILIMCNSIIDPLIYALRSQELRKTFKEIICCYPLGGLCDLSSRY
MC4R antagonist: antagonists of human melanocortin 4 receptor (MC4R) | P32245 | MC4R-expressing cells, MTII-stimulated cAMP, LANCE TR-FRET | inhibition, % at 6.5 µM | 0.48% of 360,000 active;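 active = inhibition above its plate's cutoff, the mean of tested wells on that plate plus 3 SD, cut at about 29% in these data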;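 also: 0% = Melanotan II alone and 100% = Melanotan II plus saturating MCL0020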
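System: U2OS-MC4R stable cell line; Technique: Eu-cAMP/anti-cAMP TR-FRET, emission 671 nm; Repeats: single well per compound; Also added: Melanotan II; Dosing: one concentration, 6.5 µM nominal; Schedule: 30-min compound, 1-h challenge, 1-h detection, room temperature.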
m5-HT2A agonist: mouse HTR2A agonism via beta-arrestin recruitment | CHO-K1 mHTR2A beta-arrestin complementation, luminescence; percent of 30 µM serotonin response | activation, % at 7.6 µM | 0.66% of 360,000 active | AID 624169;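 active = activation above a run cutoff, the mean activation of all tested compounds plus 3 SD, cut at about 14% in these data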;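 also: 0% = plate median of compound wells and 100% = 30 µM serotonin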
Target sequence (P35363 whole entry, looked up): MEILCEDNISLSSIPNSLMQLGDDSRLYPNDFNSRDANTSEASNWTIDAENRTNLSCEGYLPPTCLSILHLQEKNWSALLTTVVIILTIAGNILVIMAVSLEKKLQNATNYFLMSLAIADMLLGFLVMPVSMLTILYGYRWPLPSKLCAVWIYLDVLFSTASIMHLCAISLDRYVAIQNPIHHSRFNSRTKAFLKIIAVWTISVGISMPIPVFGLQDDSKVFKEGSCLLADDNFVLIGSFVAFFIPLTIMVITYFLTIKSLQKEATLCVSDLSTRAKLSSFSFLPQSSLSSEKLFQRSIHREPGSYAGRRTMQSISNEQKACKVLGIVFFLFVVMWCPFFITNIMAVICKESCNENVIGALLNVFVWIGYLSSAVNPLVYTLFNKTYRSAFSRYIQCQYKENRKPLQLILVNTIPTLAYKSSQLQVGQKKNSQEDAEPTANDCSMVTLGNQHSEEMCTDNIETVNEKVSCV
CaV13 FRET inh: Disruptors of the CACNA1D IQ motif to Ca2+-dependent inactivation inhibitor domain association, primary screening, Förster resonance energy transfer in intact living …. inhibition, % at 12.3 µM. HEK cells, CFP/YFP FRET ICDI-IQ, plate reader, 10 min; percent FRET-ratio fall versus neutral wells. 0.098% of 340,000 active;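 active = mean replicate inhibition of at least 30% and at least 1% of replicates passing that level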;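 also: 0% = median of the neutral control wells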
Starred values were filed as active, the others as inactive; nt = no result given.

Preview (16 entries):
SMILES	ABCB6 inh MLPCN	Granule exo inh	PDI inh	H9c2 protect	Glyco luc inh	ABHD5 PLIN5 PPI	MC4R ag barr	MC4R antagonist	m5-HT2A agonist	CaV13 FRET inh
COc1cc(NC(=O)c2ccccc2)ccc1NC(=O)c1cc2ccccc2o1	93	-5	-4	-2	2	-1	7.8	14	2	-4
CC(C)c1nc2n[nH]c(N)c2c2c1CCCC2	99	4	-1	0	-3	12	1.6	-8	10	-4
CCOC(=O)c1c(N)c2cc([N+](=O)[O-])ccc2n1C	96	-6	-4	-4	0	5	16*	-15	8	-5
Cc1cnc(C(=O)N2CCCC(C(=O)c3ccc(C(F)(F)F)cc3)C2)cn1 (centres undefined)	103	0	-1	0	1	-1	0.1	-5	6	-6
Cc1ccc(O)c(NC(=O)c2cccc(NC(=O)c3ccco3)c2)c1	88	0	6	23	-1	-4	-2.5	-4	0	nt
O=c1cc(-c2nn[nH]n2)[nH]c(=O)[nH]1	98	0	5	3	3	-6	0.5	6	-2	-7
COc1ccc(C(=O)Nc2c3c(nn2-c2ccc(Cl)cc2)CS(=O)(=O)C3)cc1	95	-1	9	1	0	16	-0.2	1	4	-7
COc1ccc(Cl)cc1C(=O)NNC(=S)NC1CCCCC1	98	-6	-6	-1	-1	-1	-0.6	-1	-1	-17
COc1ccc(C(=O)Nn2c(SCC(=O)N3CCC(C)CC3)nc3ccccc3c2=O)cc1	102	-1	-1	-17	-24	2	-1.5	11	-2	-5
COc1cccc(/C=N/NC(=O)COc2cccc3cccnc23)c1O	92	6	0	47	-4	6	-0.6	2	6	-3
O=C(COC(=O)c1n[nH]c(=O)c2ccccc12)Nc1ccccc1F	101	-9	-1	10	1	-8	-2.0	-6	-2	-5
CCCNC(=S)N1CCC(NC(=O)C2CCCCC2)CC1	91	0	-1	1	-1	5	0.6	2	-1	-4
CC12CCC(=O)N1c1c(sc3nc(N4CCOCC4)c4c(c13)CCCC4)C(=O)N2 (centres undefined)	95	0	1	-2	0	0	-2.4	6	-8	-4
CCOc1ccccc1NS(=O)(=O)c1c(C)[nH]c(C)c1C(=O)N1CCCCC1	101	1	5	4	11	0	-0.4	-5	-6	-4
CN(C)c1ccc(NC(=O)c2ccc3nsnc3c2)cc1	109	-1	5	-9	-7	0	-1.9	-10	2	-9
O=C(Nc1ccccc1Br)c1cc(=O)c2ccccc2o1	89	-27	18	7	-5	-5	-1.3	-27	-8	-3

The list itself, repeating the preview:
SMILES	ABCB6 inh MLPCN	Granule exo inh	PDI inh	H9c2 protect	Glyco luc inh	ABHD5 PLIN5 PPI	MC4R ag barr	MC4R antagonist	m5-HT2A agonist	CaV13 FRET inh
COc1cc(NC(=O)c2ccccc2)ccc1NC(=O)c1cc2ccccc2o1	93	-5	-4	-2	2	-1	7.8	14	2	-4
CC(C)c1nc2n[nH]c(N)c2c2c1CCCC2	99	4	-1	0	-3	12	1.6	-8	10	-4
CCOC(=O)c1c(N)c2cc([N+](=O)[O-])ccc2n1C	96	-6	-4	-4	0	5	16*	-15	8	-5
Cc1cnc(C(=O)N2CCCC(C(=O)c3ccc(C(F)(F)F)cc3)C2)cn1 (centres undefined)	103	0	-1	0	1	-1	0.1	-5	6	-6
Cc1ccc(O)c(NC(=O)c2cccc(NC(=O)c3ccco3)c2)c1	88	0	6	23	-1	-4	-2.5	-4	0	nt
O=c1cc(-c2nn[nH]n2)[nH]c(=O)[nH]1	98	0	5	3	3	-6	0.5	6	-2	-7
COc1ccc(C(=O)Nc2c3c(nn2-c2ccc(Cl)cc2)CS(=O)(=O)C3)cc1	95	-1	9	1	0	16	-0.2	1	4	-7
COc1ccc(Cl)cc1C(=O)NNC(=S)NC1CCCCC1	98	-6	-6	-1	-1	-1	-0.6	-1	-1	-17
COc1ccc(C(=O)Nn2c(SCC(=O)N3CCC(C)CC3)nc3ccccc3c2=O)cc1	102	-1	-1	-17	-24	2	-1.5	11	-2	-5
COc1cccc(/C=N/NC(=O)COc2cccc3cccnc23)c1O	92	6	0	47	-4	6	-0.6	2	6	-3
O=C(COC(=O)c1n[nH]c(=O)c2ccccc12)Nc1ccccc1F	101	-9	-1	10	1	-8	-2.0	-6	-2	-5
CCCNC(=S)N1CCC(NC(=O)C2CCCCC2)CC1	91	0	-1	1	-1	5	0.6	2	-1	-4
CC12CCC(=O)N1c1c(sc3nc(N4CCOCC4)c4c(c13)CCCC4)C(=O)N2 (centres undefined)	95	0	1	-2	0	0	-2.4	6	-8	-4
CCOc1ccccc1NS(=O)(=O)c1c(C)[nH]c(C)c1C(=O)N1CCCCC1	101	1	5	4	11	0	-0.4	-5	-6	-4
CN(C)c1ccc(NC(=O)c2ccc3nsnc3c2)cc1	109	-1	5	-9	-7	0	-1.9	-10	2	-9
O=C(Nc1ccccc1Br)c1cc(=O)c2ccccc2o1	89	-27	18	7	-5	-5	-1.3	-27	-8	-3
O=C(Nc1cc(C(F)(F)F)ccc1F)C1CCC1	100	0	0	7	0	-5	-0.8	-3	2	-4
O=C1CCCN1CCCN=c1c([N+](=O)[O-])nn(-c2ccc(Cl)cc2)n1O	103	13	7	-6	-1	-5	-1.6	3	-4	-1
CCC1(c2ccc(F)cc2)NC(=O)N(CC(=O)Nc2ccc(C)c(S(=O)(=O)N3CCOCC3)c2)C1=O (centres undefined)	102	-2	-3	8	3	4	-0.8	-2	5	-2
Cc1ccc(C(=O)/C=C/c2ccc3c(c2)OCCO3)c(O)c1	92	0	-4	-7	-1	5	-2.9	-2	0	2
CS(=O)(=O)N1Cc2ccccc2CC1C(=O)OCC(=O)Nc1ccc2ccccc2c1 (centres undefined)	92	-4	-1	3	2	15	-1.2	4	-2	-3
CN(CCOC(=O)c1ccc2c(c1)OCCO2)C(C)(C)C	105	-17	6	3	2	-1	-1.6	4	0	-5
Cc1ccccc1NC(=O)CN1CCOCC1	101	7	13	3	0	1	0.6	-2	6	-36
CCc1nn(CC(=O)NCCCN2CCCC2=O)c(=O)c2cc3sccc3n12	91	1	nt	7	-2	-2	0.6	3	0	-11
COc1ccc(CCn2c(C)cc(C(=O)CSc3nnnn3C)c2C)cc1	103	-3	1	8	0	1	4.9	3	1	nt
COc1ccc(C(=O)NCCc2nnc3ccc(SCC(=O)Nc4ccccc4F)nn23)cc1	86	-3	4	6	nt	-4	0.3	0	3	-3
COc1cc(CNn2cnnc2)ccc1OCC(=O)NC(C)(C)C	101	-2	9	-9	1	-4	1.4	-3	0	-5
O=C(Nc1ccc(Cl)c(S(=O)(=O)N2CCOCC2)c1)c1ccc(OCC2CCCO2)cc1 (centres undefined)	98	94*	-12	34	-10	-2	0.6	7	3	nt
COCCNC(=O)C1(C)CCN(C(=O)c2ccc3ccccc3n2)C1 (centres undefined)	94	-3	-4	-4	4	8	0.1	11	5	-5
CCOc1cc(CNn2cnnc2)cc(Cl)c1OCC(=O)NC(C)(C)C	103	-3	-8	0	2	0	-0.3	1	3	14

3 compounds from above, sorted by the value under m5-HT2A agonist, low to high.
Structure	ABCB6 inh MLPCN	Granule exo inh	PDI inh	Glyco luc inh	ABHD5 PLIN5 PPI	MC4R ag barr	MC4R antagonist	m5-HT2A agonist	CaV13 FRET inh
O=C(Nc1ccccc1Br)c1cc(=O)c2ccccc2o1	89	-27	18	-5	-5	-1.3	-27	-8	-3
COc1ccc(CCn2c(C)cc(C(=O)CSc3nnnn3C)c2C)cc1	103	-3	1	0	1	4.9	3	1	nt
CCC1(c2ccc(F)cc2)NC(=O)N(CC(=O)Nc2ccc(C)c(S(=O)(=O)N3CCOCC3)c2)C1=O (centres undefined)	102	-2	-3	3	4	-0.8	-2	5	-2

Next part:
SMILES	ABCB6 inh MLPCN	Granule exo inh	PDI inh	H9c2 protect	Glyco luc inh	ABHD5 PLIN5 PPI	MC4R ag barr	MC4R antagonist	m5-HT2A agonist	CaV13 FRET inh
CCCCCCNS(=O)(=O)c1ccccc1Br	105	-3	-2	-7	-3	-6	1.5	-7	-2	-5
O=C(OC(C(=O)NC1CCCCC1)c1ccccn1)c1cccs1 (centres undefined)	87	0	-3	4	nt	-4	-0.4	4	1	-6
O=C1NC(Cc2ccc(O)cc2)c2nc3cc(F)c(F)cc3c(=O)n2-c2cc3ccccc3cc21 (centres undefined)	101	0	-1	18	10	-10	2.3	21	-8	-4
CC(CCc1ccccc1)NC(=O)CCC(=O)N1CCC(C(N)=O)CC1 (centres undefined)	94	-6	5	-1	5	-2	-0.6	8	-4	-11
CC(C)c1cc(Br)ccc1OCCN1C(=O)NC(C)(C)C1=O	101	8	-1	-2	0	4	-0.8	16	0	9
CSc1ccc(CNC(=O)C2CCC(=O)N(CC3CCCCC3)C2)cc1 (centres undefined)	98	7	-4	0	0	2	0.3	10	-3	-5
Nc1cc(C(Cl)=C(Cl)Cl)c(S(N)(=O)=O)cc1S(N)(=O)=O	95	2	-6	-8	0	-3	2.9	12	-1	-5
CCC(=O)Nc1ccc(-c2ccc(N3CCCCC3)nn2)cc1	96	-2	3	-2	-1	1	-2.9	0	-4	-7
CC1CCCCC12NC(=O)N(CC(=O)OCC(=O)Nc1ccc(F)cc1[N+](=O)[O-])C2=O (centres undefined)	95	17	0	41	1	3	-0.5	18	6	-7
O=C(N/N=C/c1ccc([N+](=O)[O-])o1)c1cn(-c2ccccc2)nc1-c1ccc(Cl)cc1	138	-7	22	5	-2	4	0.4	0	8	-8
COc1ccc(CN(C)C[C@H]2OCCCC[C@@H](C)Oc3ccc(NS(C)(=O)=O)cc3C(=O)N([C@H](C)CO)C[C@@H]2C)cc1	97	3	-5	7	0	0	-0.2	-1	4	-3
CCOc1ccc(CCNC(=O)COC(=O)C2=NNC(=O)CC2)cc1OCC	100	-1	3	0	0	3	2.2	0	-2	-16
Cc1oc(-c2cc(F)ccc2F)nc1CN1CCCN(C(=O)c2ccco2)CC1	96	2	-1	5	0	-5	0.8	0	0	-4
Cc1ccc(/C=C2/NC(=O)N(Cc3ccccc3)C2=O)o1	213	58*	1	5	-1	44*	-2.0	-1	-1	-2
CCC(=O)N1c2ccccc2NC2=C(C(=O)CC(c3ccco3)C2)C1c1ccco1 (centres undefined)	107	1	0	6	-3	18	-2.1	11	-3	-2
Fc1cccc(CSc2ccc3nnc(-c4ccccn4)n3n2)c1	102	6	12	9	1	16	1.3	-3	-2	-2

Screening results: PubChem BioAssay, several laboratories
